# Bioassay records: PubChem, several laboratories
# GPR55 activation – GPR55 agonists via beta-arrestin recruitment, primary screen, imaging, U2OS cells, beta-arrestin-GFP redistribution (AID 1961). G-protein coupled receptor 55 (Homo sapiens). U2OS GPR55 beta-arrestin-GFP redistribution imaging; higher % means a stronger effect. activation, % at 10 µM; hits with a dose series show EC50 in µM. hit rate 0.048% among 290,000;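 active = activation above 40% with more than 50 cells counted in the well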;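 note: U2OS osteosarcoma cells stably expressing GPR55 and beta-arrestin-GFP; plate controls were DMSO negative control for no effect and LPI positive control for full effect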
# NOD1 NF-kB reporter – NOD1 signaling inhibitors, primary screen, cell-based, luminescence, uHTS (AID 1578); inhibition, % at 4 µM, or EC50 in µM where a hit was titrated; hit rate 1% among 290,000; NOD1-driven NF-kB luciferase reporter cells, luminescence; higher % means a stronger effect; in the data active = inhibition mostly above about 36%, no sharp cut-off; inactive = mostly below about 34%;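 note: HEK-293T reporter cells stimulated with the NOD1 agonist gamma-tri-DAP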
# AID2073 – inhibitors of Mint1-CaV2.2 protein interaction, biochemical, HTRF (AID 2073); inhibition, % at 20 µM, or IC50 in µM where a hit was titrated; Voltage-dependent N-type calcium channel subunit alpha-1B (Homo sapiens); HTRF protein-protein interaction, Mint1-CaV2.2; higher % means a stronger effect; hit rate 0.19% among 290,000; in the data active = inhibition mostly above about 51%, no sharp cut-off; note: some results filed as inactive read as strong as hits
# NOD2 inhibition – NOD2 signaling inhibitors, cell-based, luminescence, uHTS, HEK293 (AID 1566) | HEK293 NOD2/NF-kB luciferase reporter, luminescence; higher % means a stronger effect | inhibition, % at 4 µM; hits with a dose series show EC50 in µM | hit rate 0.63% among 290,000; note: many of its hits are not listed in these tables
# KOR beta-arrestin-1 – KOR agonists, beta-arrestin recruitment, primary screen, cell-based, luminescence, uHTS (AID 1777); Kappa-type opioid receptor (Homo sapiens); activation, % at 10 µM, or EC50 in µM where a hit was titrated; hit rate 0.02% among 280,000; KOR beta-arrestin recruitment, luminescence; higher % means a stronger effect; in the data active = activation above about 50%, passing the limit was not always enough; note: a part of the inactive calls stands beside numbers as strong as those of hits
# KOR beta-arrestin-2 – KOR antagonists, beta-arrestin recruitment, cell-based, luminescence, uHTS (AID 1778); KOR beta-arrestin recruitment, luminescence, antagonist mode; higher % means a stronger effect; inhibition, % at 10 µM; hits with a dose series show IC50 in µM; hit rate 0.091% among 290,000; Kappa-type opioid receptor (Homo sapiens); note: strong numbers were not always called active
# Dynein transport – inhibitors of GR-EGFP nuclear translocation, primary screen, dynein cargo transport inhibitor project, imaging, high-content, 3617.4 mouse cells; test concentration mostly 20 µM; stimulated with dexamethasone, 1 µM; stronger effect = lower value; z-score, hits read low; hit rate 0.47% among 220,000;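 active = plate z-score of nuclear minus cytoplasmic receptor signal below a set negative limit, without overly bright fluorescence or cell loss, cut at about -3.5 in these data, passing the limit was not always enough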;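 note: z-score of nuclear minus cytoplasmic ring GR-EGFP intensity difference per well; some compounds called inactive have numbers as strong as hits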
#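 Also added: dexamethasone, 1.0 µM final. Medium: tet-free, stripped-serum medium. Detection: fixed, Hoechst-stained cells imaged at 10x for EGFP. Read-out: nuclear-to-cytoplasmic GR-EGFP distribution per well. Times: induction 48 h, compound 1 h, agonist 30 min.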
# M17LAP inhibition – P. falciparum M17LAP inhibitors, primary screen, biochemical, fluorogenic H-Leu-NHMec substrate, 1536-well (AID 1619); Leucine aminopeptidase (Plasmodium falciparum (isolate 3D7)); recombinant M17LAP, H-Leu-NHMec fluorogenic kinetic assay; higher % means a stronger effect; inhibition, % at 30 µM, or IC50 in µM where a hit was titrated; hit rate 0.38% among 220,000;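 active = compound inhibiting the enzyme by more than half at any dose during confirmatory dose-response retesting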;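 note: plate controls were full reaction with DMSO carrier for no effect and no enzyme background for full effect; strong numbers were not always called active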
# P. falciparum M1AAP – P. falciparum M1AAP inhibitors, biochemical, fluorogenic H-Leu-NHMec substrate, 1536-well (AID 1445) | recombinant M1AAP, H-Leu-NHMec fluorogenic kinetic assay; higher % means a stronger effect | inhibition, % at 30 µM, or IC50 in µM where a hit was titrated | Aminopeptidase N (Plasmodium falciparum (isolate 3D7)) | hit rate 0.42% among 220,000;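 active = primary inhibition above the hit cutoff, then over 50% inhibition at one or more dose response concentrations, cut at about 23% in these data, passing the limit was not always enough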;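 note: plate controls were DMSO full reaction for no effect and no enzyme background for full effect; strong numbers were not always called active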
# Dynein transport cytoplasmic EGFP – recorded beside Dynein transport, whose call it bears; z-score; measured here: cytoplasmic GR-EGFP intensity; stronger effect = higher value
# Dynein transport nuclear GR-EGFP – recorded beside Dynein transport, whose call it bears; z-score; measured here: nuclear GR-EGFP intensity;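 lower value marks the stronger effect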
# Dynein transport cell count – also measured in Dynein transport; calls as there; z-score; measured here: cell count per field
# An asterisk follows results filed as active; · = not tested or not shown; [ ] = remark or other dose. Cut-off read from the data, not from the text of the source, unless noted: active = inhibition above about 50%; inactive = the rest.
SMILES,GPR55 activation,NOD1 NF-kB reporter,AID2073,NOD2 inhibition,KOR beta-arrestin-1,KOR beta-arrestin-2,Dynein transport,Dynein transport cytoplasmic EGFP,Dynein transport nuclear GR-EGFP,Dynein transport cell count,M17LAP inhibition,P. falciparum M1AAP
Cc1ccc(CNC(=O)N2CCN(c3ccc(C)cc3)CC2)cc1,-0.2%,1.1%,7.4%,-16.8%,1.3%,-4.6%,·,·,·,·,·,·
O=C(C1CCC(=O)N(C2CCCC2)C1)N1CCN(Cc2cccc(F)c2)CC1 (stereo not drawn),0.5%,-4.3%,28.5%,11.2%,-6.3%,-5.9%,·,·,·,·,·,·
O=c1cc(CN2CCc3ccccc3C2)nc2sccn12,-0.1%,-12.8%,-6.8%,17.6%,-2.5%,-22.0%[20 µM],0.358,-0.278,0.193,-0.155,-0.3%,4.3%
O=C(CCNC(=O)c1ccc([N+](=O)[O-])cc1)Nc1ccc(F)cc1F,-0.3%,7.8%,9.2%,-1.6%,11.8%,21.8%,·,·,·,·,·,·
CCC(C)NC(=O)C1CCC(=O)N(c2ccc3c(c2)OCO3)C1c1ccc(OC)cc1 (stereo not drawn),0.1%,-18.7%,-4.1%,7.2%,-2.4%,6.8%,-0.844,-0.266,-0.209,0.533,7.0%,-2.0%
O=C(O)c1ccc(N/N=C/c2cccc(C(F)(F)F)c2)cc1,-0.2%,-13.3%,-0.2%,-106.2%,-3.8%,27.5%,·,·,·,·,·,·
O=C(Oc1ccccc1C(=O)Nc1ccccc1)c1ccc(Br)c([N+](=O)[O-])c1,-0.2%,-30.7%,-8.4%,-12.7%,-0.8%,1.9%,-3.86*,0.37*,-1.77*,-0.19*,-6.2%,5.5%
COC(=O)CN(c1ccc2c(c1)OCO2)S(=O)(=O)c1c(C)[nH]c(=O)[nH]c1=O,-0.1%,-12.4%,1.9%,-0.8%,7.7%,-30.3%,·,·,·,·,·,·
CCOC(=O)c1ccc(C(=O)OCC)nc1,0.1%,-12.2%,32.3%,10.6%,-0.3%,-26.5%,1.83,-0.19,1.3,-1.65,-4.7%,-0.2%
CCOC(=O)CN1C(=O)C(O)(CC(=O)c2cccc(OC)c2)c2ccccc21 (stereo not drawn),0.3%,-9.9%,27.0%,0.8%,-2.3%,17.1%,-0.78,-0.146,-0.304,0.389,15.6%,1.7%
COc1cc(C(=O)NCCOc2ccc(C)c(C)c2)cc(OC)c1OC,0.3%,-8.0%,10.5%,8.3%,0.6%,-44.5%[20 µM],·,·,·,·,·,·
CS(=O)(=O)N1CCC(NC(=O)Cc2ccccc2)CC1,0.0%,9.4%,-0.6%,0.7%,-0.1%,-50.7%,2.64,-0.193,1.31,-1.23,-8.9%,3.9%
CC(C)Oc1ccc(C2CC(=O)N(c3ccc(N(C)C)cc3)C2=O)cc1 (stereo not drawn),0.2%,-0.3%,-10.7%,23.3%,9.6%,-10.3%,-0.228,0.373,-0.285,0.867,-10.7%,0.8%
Cn1ccc(-c2ccccc2)n1,0.1%,-45.6%,-6.4%,-2.4%,-1.1%,-9.7%,-0.608,-0.224,-0.348,0.884,57.5%,1.2%
COc1ccc(C2=NOC(C(=O)Nc3c(C)n(C)n(-c4ccccc4)c3=O)C2)cc1OC (stereo not drawn),-0.1%,-5.1%,-5.4%,18.9%,-3.8%,-10.2%,-0.601,-0.269,-0.359,0.62,20.6%,-0.6%
O=C(CSc1ncnc2ccccc12)Nc1ccc2c(c1)OCO2,-0.1%,-9.1%,-2.0%,-7.4%,-3.7%,-37.5%,-0.28,-0.197,0.103,0.442,10.0%,-4.1%
Fc1ccccc1N1CCN(c2nnnn2-c2ccccc2)CC1,0.4%,-36.8%,3.1%,7.2%,-0.3%,19.9%,-0.509,-0.18,-0.573,0.0456,-4.3%,2.8%
O=C(Nc1ccncc1)Nc1cccc(Cl)c1,-0.1%,-38.9%,-1.6%,-6.8%,8.5%,15.8%,·,·,·,·,·,·
Cc1nc(Nc2cccc(O)c2)c2oc3ccccc3c2n1,0.0%,2.0%,19.0%,2.8%,-1.4%,-1.1%,·,·,·,·,·,·
O=C(N/N=C/c1c[nH]c2ccccc12)c1cc(-c2ccc(-c3ccccc3)cc2)n[nH]1,-0.1%,-7.2%,24.2%,-69.0%,1.8%,-16.4%,-0.487,-0.213,0.209,1.06,-5.3%,-0.7%

# One compound at a time (already shown).
# O=C(N/N=C/c1c[nH]c2ccccc12)c1cc(-c2ccc(-c3ccccc3)cc2)n[nH]1 reads GPR55 activation: -0.1%; NOD1 NF-kB reporter: -7.2%; AID2073: 24.2%; NOD2 inhibition: -69.0%; KOR beta-arrestin-1: 1.8%; KOR beta-arrestin-2: -16.4%; Dynein transport: -0.487; Dynein transport cytoplasmic EGFP: -0.213; Dynein transport nuclear GR-EGFP: 0.209; Dynein transport cell count: 1.06; M17LAP inhibition: -5.3%; P. falciparum M1AAP: -0.7%
# COc1ccc(C2=NOC(C(=O)Nc3c(C)n(C)n(-c4ccccc4)c3=O)C2)cc1OC (stereo not drawn) reads GPR55 activation: -0.1%; NOD1 NF-kB reporter: -5.1%; AID2073: -5.4%; NOD2 inhibition: 18.9%; KOR beta-arrestin-1: -3.8%; KOR beta-arrestin-2: -10.2%; Dynein transport: -0.601; Dynein transport cytoplasmic EGFP: -0.269; Dynein transport nuclear GR-EGFP: -0.359; Dynein transport cell count: 0.62; M17LAP inhibition: 20.6%; P. falciparum M1AAP: -0.6%
# Fc1ccccc1N1CCN(c2nnnn2-c2ccccc2)CC1 reads GPR55 activation: 0.4%; NOD1 NF-kB reporter: -36.8%; AID2073: 3.1%; NOD2 inhibition: 7.2%; KOR beta-arrestin-1: -0.3%; KOR beta-arrestin-2: 19.9%; Dynein transport: -0.509; Dynein transport cytoplasmic EGFP: -0.18; Dynein transport nuclear GR-EGFP: -0.573; Dynein transport cell count: 0.0456; M17LAP inhibition: -4.3%; P. falciparum M1AAP: 2.8%

# Further entries follow:
SMILES,GPR55 activation,NOD1 NF-kB reporter,AID2073,NOD2 inhibition,KOR beta-arrestin-1,KOR beta-arrestin-2,Dynein transport,Dynein transport cytoplasmic EGFP,Dynein transport nuclear GR-EGFP,Dynein transport cell count,M17LAP inhibition,P. falciparum M1AAP
CCOc1ncccc1C(=O)Nc1ccc2c(C)cc(=O)oc2c1,-0.1%,-7.1%,9.2%,16.9%,-0.7%,-26.6%,0.242,-0.138,0.557,-0.211,10.5%,7.1%
O=C(NCc1ccco1)c1cc2nc(-c3ccc4c(c3)OCO4)cc(C(F)(F)F)n2n1,·,-45.7%,25.4%,-3.7%,-2.6%,-30.3%,3.34,-0.191,1.55,-1.85,-0.1%,6.5%
CN(C)c1nc(N(C)C)nc(N(C#N)Cc2ccc(Cl)cc2)n1,-0.2%,8.5%,18.2%,26.7%,1.5%,6.8%,·,·,·,·,·,·
S=C(NCCc1ccccn1)Nc1ccc(Cl)c(Cl)c1,0.1%,15.5%,1.3%,-2.6%,0.0%,14.6%,0.465,0.00354,0.406,0.179,-6.0%,1.5%
Clc1cccc(Cl)c1-c1nnc2ccc(N3CCOCC3)nn12,0.1%,-20.7%,5.1%,-3.7%,-5.1%,25.8%,-0.367,-0.0943,-0.381,1.23,8.3%,2.0%
Cc1cccc(NS(=O)(=O)c2ccc3c(c2)NC(=O)CO3)c1C,0.0%,5.3%,11.8%,5.5%,8.7%,-9.4%,·,·,·,·,·,·
O=C(NCc1cccnc1)C(=O)Nc1ccc2c(c1)OCO2,0.6%,-21.5%,7.2%,1.8%,-4.5%,-8.0%,1.74,-0.285,0.728,-1.33,0.7%,1.0%
COc1ccc(CN2CCN(CC=C(C)C)C(CCO)C2)cc1Cn1cccn1 (stereo not drawn),-0.2%,-16.1%,-9.0%,1.5%,3.2%,-25.0%,-0.679,-0.374,-0.454,0.802,6.5%,7.3%
Cc1ccc(OCC(=O)NNC(=O)CCc2ccccc2)cc1,-0.1%,7.1%,11.9%,4.7%,-1.3%,2.6%,0.27,-0.203,-0.19,0.802,-1.5%,-5.7%
Cc1cccc(S(=O)(=O)NC(Cc2c[nH]c3ccccc23)C(=O)O)c1 (stereo not drawn),-0.2%,-17.8%,4.2%,9.2%,2.8%,-13.5%,0.124,-0.249,0.125,1.14,-16.2%,9.8%
Cn1c(SCC(=O)NCc2ccco2)nnc1-c1ccc(S(=O)(=O)N2CCOCC2)cc1,0.6%,7.2%,23.1%,21.4%,5.8%,4.2%,-0.684,-0.15,-0.323,0.375,-3.6%,-3.8%
CSCC[C@H](NC(=O)C1=NN(c2c(F)c(F)cc(F)c2F)C(=O)CC1)c1nc2ccccc2[nH]1,0.7%,-7.9%,8.0%,6.9%,-1.9%,-8.5%,-0.966,-0.298,-0.771,0.466,2.0%,-1.6%
Cc1ccc(NC(=O)/C(=C\c2cccs2)NC(=O)c2ccccc2)cc1,-0.2%,-12.2%,11.7%,1.8%,3.2%,18.1%,0.87,-0.0692,0.665,-0.946,0.1%,15.4%
CC1=C(C(=O)OCc2ccccc2)C(c2ccoc2)C(C#N)=C(N)O1 (stereo not drawn),-0.1%,29.6%,10.9%,8.1%,3.7%,-71.7%,0.162,-0.15,0.231,0.514,5.9%,1.5%
O=C1c2ccccc2CC1Sc1nnc(-c2ccccn2)o1 (stereo not drawn),0.3%,-13.8%,-32.0%,-8.6%,-3.1%,15.1%,0.315,-0.167,-0.0568,0.203,-3.4%,-6.7%
Cc1ccc(-c2nnc(SCC(=O)N3CCN(c4ccccc4)CC3)o2)cc1,-0.2%,19.5%,4.0%,-3.0%,-2.3%,-4.3%,0.837,-0.0515,0.245,-0.126,9.0%,-0.5%
Cn1cnnc1Sc1nc([N+](=O)[O-])nn1C,0.5%,-22.8%,9.4%,3.0%,·,-7.6%[20 µM],0.374,-0.174,0.74,-0.41,·,·
CC(C)[C@H](NC(=O)c1ccccc1)C(=O)OCC(=O)NCCC1=CCCCC1,-0.1%,-8.9%,1.1%,18.7%,-2.8%,26.5%,0.123,-0.175,0.546,-0.271,12.7%,8.5%
Cc1ccc(Cc2cnc(NC(=O)/C(C#N)=C/c3ccc(-c4ccccc4[N+](=O)[O-])o3)s2)cc1,0.0%,-2.5%,11.0%,2.8%,-0.8%,17.3%,-0.573,-0.167,0.151,0.965,-10.9%,12.7%

# These rows are one share of the data (hit frequency here may not be typical).
